Source: PubChem BioAssay
TDP43 rescue – rescues yeast growth from TDP-43 toxicity; TDP-43 expressing yeast growth rescue, BacTiter-Glo, 24 h; Potency, µM (series often up to 46.1 µM), without a hit: at the top dose growth rescue (activation), hits mostly activators; 1.8% of 410,000 active; note: potency is the fitted concentration of half-maximal effect; % of control where 0% means no effect; nearly all actives have a fitted effect of over 50% in size
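Luminescence from BacTiter-Glo reports growth of TDP-43-expressing yeast after 24 hr at 30 deg C with compound. Cells were raffinose-pregrown to mid-log, then seeded in galactose medium at OD600=0.02.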
GLP-1R inv ag – acts as inverse agonist at human GLP-1 receptor; 1.6% of 410,000 active; P43220; HEK293 GLP-1R CRE-luciferase, luminescence, 24 h; GLP-1R form is constitutively active; Potency, µM (series often up to 38.3 µM), inactives show top-dose activity change, negative = inhibition, actives largely listed as inhibitors; note: potency is the fitted concentration of half-maximal effect; % is set by controls: 0 for no effect and ±100 for the full control effect; nearly all actives have a fitted effect of over 55% in size
Target sequence (P43220 whole entry, looked up): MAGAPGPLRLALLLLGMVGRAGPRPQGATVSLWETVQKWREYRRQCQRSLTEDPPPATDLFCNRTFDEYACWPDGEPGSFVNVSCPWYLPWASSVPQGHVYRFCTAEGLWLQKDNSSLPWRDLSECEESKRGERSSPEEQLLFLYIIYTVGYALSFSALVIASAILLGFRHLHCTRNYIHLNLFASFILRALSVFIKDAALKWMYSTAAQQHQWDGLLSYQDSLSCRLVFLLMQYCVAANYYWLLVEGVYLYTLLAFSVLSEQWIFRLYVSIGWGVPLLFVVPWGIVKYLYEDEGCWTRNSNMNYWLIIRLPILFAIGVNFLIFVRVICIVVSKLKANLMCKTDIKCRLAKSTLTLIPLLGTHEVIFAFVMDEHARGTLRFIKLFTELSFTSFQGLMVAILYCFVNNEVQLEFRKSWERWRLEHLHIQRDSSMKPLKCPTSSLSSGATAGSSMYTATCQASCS
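Stable HEK293 clone (constitutively active GLP-1R + cAMP-response luciferase); 200 cells/uL plated, 12 h pre-culture, compound 24 hr, 37 deg C/5% CO2; detection reagent 12 min RT; luminescence.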
D3 antag – D3 dopamine receptor (human) antagonism | P35462 | D3R cells, DiscoveRx beta-arrestin luminescence, antagonist mode; stronger effect = lower value | max response, negative = inhibition, % | 2.5% of 360,000 active | AID 652054; in the data active = max response below about -50%; inconclusive = no clear call, values can overlap the other calls; note: % is set by controls: 0 for no effect and ±100 for the full control effect; mostly tested at two doses, the higher about 12 µM
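Cells plated overnight at 1500 cells/well, then exposed to library compounds with dopamine controls for 90 minutes at 37 degrees C. DiscoveRx reagent added for 30–60 minutes at room temperature; luminescence read, quantitative HTS format.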
D3 ag – activates the human D3 dopamine receptor; P35462; D3R DiscoveRx beta-arrestin cells, luminescence, 90 min; max activation, %; 0.58% of 410,000 active; in the data active = max activation above about 30%; note: 0% is about no effect; mostly tested at two doses, the higher about 12 µM
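Agonist mode: compounds and dopamine controls were applied to plated cells for 90 min at 37 degrees C after an overnight attachment at 1500 cells/well. Luminescent read-out followed 30 - 60 minutes at room temperature with DiscoveRx detection reagent.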
GLP-1R agonist – GLP-1 receptor (human) agonism; P43220; HEK293 GLP-1R CRE-luciferase, luminescence, 4-6 h; cells express a hypersensitive GLP-1R form; Potency, µM (series often up to 45.6 µM), without a hit: at the highest dose activation, most hits filed as activators; 0.007% of 380,000 active; AID 624172; note: potency is the fitted concentration of half-maximal effect; % of control where 0% means no effect
KB-V1 cytotox – KB-V1 MDR subline cytotoxicity; KB-V1 MDR cells viability, CellTiter-Glo, 72 h; Potency, µM (series often up to 46.1 µM), for the others: at the top dose activity change, negative = cytotoxicity, usual class: cytotoxic; 3.4% of 400,000 active; AID 1347076; note: potency is the fitted concentration of half-maximal effect; % is set by controls: 0 for no effect and ±100 for the full control effect; nearly all actives have a fitted effect of over 60% in size
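qHTS viability screen in drug-selected KB-V1 MDR cells: 72 h compound treatment at 37 degrees C, ATP luminescence end point.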
aSyn yeast inh – inhibitors of alpha-synuclein toxicity in yeast; Yeast expressing alpha-synuclein, growth rescue, BacTiter-Glo, 24 h; Potency, µM (titrated, usually from 46.1 µM), for inactives: at the highest dose growth rescue (activation), actives largely listed as activators; 0.14% of 370,000 active; note: potency is the fitted concentration of half-maximal effect; % of control where 0% means no effect; nearly all actives have a fitted effect of over 65% in size
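Galactose-induced alpha-syn yeast (OD600=0.02, raffinose-pregrown) + pinned cpd, 24 hr, 30 deg C; growth by BacTiter-Glo luminescence. Growth restoration scores as activation.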
PTHR1 ag – activates the human parathyroid hormone receptor PTHR1; Q03431; HEK293 GP2 PTHR1 cells, GloSensor cAMP luminescence, 1 h; Potency, µM (highest dose often 115 µM), inactives show at the top dose activation, most hits filed as activators; 0.075% of 410,000 active; note: potency is the fitted concentration of half-maximal effect; nearly all actives have a fitted effect of over 55% in size; some results filed as inactive show a strong effect at the top dose; inactives centre near -15; many of its hits are not listed in these tables
Target sequence (Q03431 whole entry, looked up): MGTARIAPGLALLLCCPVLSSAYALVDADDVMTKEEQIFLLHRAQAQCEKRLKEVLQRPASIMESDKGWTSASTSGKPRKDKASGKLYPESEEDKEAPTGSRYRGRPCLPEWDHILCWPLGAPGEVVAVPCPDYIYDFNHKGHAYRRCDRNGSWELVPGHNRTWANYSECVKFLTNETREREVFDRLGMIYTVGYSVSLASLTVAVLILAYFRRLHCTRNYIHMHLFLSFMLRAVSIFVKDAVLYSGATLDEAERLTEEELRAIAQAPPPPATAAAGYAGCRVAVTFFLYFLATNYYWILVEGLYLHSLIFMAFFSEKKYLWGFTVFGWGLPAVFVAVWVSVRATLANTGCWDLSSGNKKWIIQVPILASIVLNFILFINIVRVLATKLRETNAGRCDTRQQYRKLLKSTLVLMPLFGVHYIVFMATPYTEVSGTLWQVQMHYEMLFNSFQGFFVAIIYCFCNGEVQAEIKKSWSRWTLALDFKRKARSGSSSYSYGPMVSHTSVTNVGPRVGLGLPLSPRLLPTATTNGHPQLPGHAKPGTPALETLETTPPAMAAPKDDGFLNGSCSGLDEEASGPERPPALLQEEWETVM
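HEK-293-derived GP2 cells expressing PTHR1 and a GloSensor cAMP reporter, 3,000/well, plated overnight, given luciferin plus IBMX (each 0.5 mM as added) for 1 h at 37 °C, then compound for 1 h at 37 °C. Luminescence was read after 15 min at room temperature.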
GLP1R cytotox – cytotoxicity in counter-screen for GLP-1R inverse agonists. HEK293 cAMP-luciferase reporter cells, luminescence, 24 h. Potency, µM (top dose mostly 38.3 µM), without a hit: at the highest dose activity change, negative = inhibition, actives largely listed as inhibitors. 0.13% of 410,000 active;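 note: loss of luciferase light is scored as toxicity; potency is the fitted concentration of half-maximal effect; % is set by controls: 0 for no effect and ±100 for the full control effect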
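Luminescence readout: signal drop marks cytotoxicity. Plated cells grew 12 h at 37 °C, 5% CO2, received 23 nL compound for 24 h, then got luciferase reagent, read after 12 min at RT.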
* marks the source's active call; other numbers are inactive results; & = joins results of further samples; [ ] = another dose, or the depositor's remark. Unless noted, calls come from the whole dose curve; as a rule, active = well fitted curve in the direction sought with a large enough effect; inconclusive = small, poorly fitted or top-dose-only effect, or another doubt; inactive = no such curve, though single readings can be large; an effect the other way counts as inactive or inconclusive.

How did COCCCN(C(=O)C1=COCCO1)c1c(N)n(Cc2ccccc2)c(=O)[nH]c1=O do in these assays?
TDP43 rescue: 8%; GLP-1R inv ag: 10%; D3 antag: -8; D3 ag: -4; GLP-1R agonist: -1%; KB-V1 cytotox: 17%; aSyn yeast inh: 1%; PTHR1 ag: -17%; GLP1R cytotox: 3%

What do the screens show for `Cc1cccc(OCCCC(=O)Nc2nnc(C3CCCO3)s2)c1C` (stereo unspecified)?
TDP43 rescue: 10%; GLP-1R inv ag: -11%; D3 antag: 13; D3 ag: 4; GLP-1R agonist: 7%; KB-V1 cytotox: -25%; aSyn yeast inh: 0%; PTHR1 ag: inactive; GLP1R cytotox: -1%

Results for O=C(NCc1cccnc1)c1cc2nc(-c3ccc4c(c3)OCO4)cc(C(F)(F)F)n2n1 ?
TDP43 rescue: 9%; GLP-1R inv ag: 9%; D3 antag: 19; D3 ag: 2; GLP-1R agonist: 13%; KB-V1 cytotox: -14%; aSyn yeast inh: 0%; PTHR1 ag: 9%; GLP1R cytotox: 1%

Results for O=C(Oc1c(Cl)cc(Cl)c2ccccc12)N1CCCC1 ?
TDP43 rescue: 13µM*; GLP-1R inv ag: -15%; D3 antag: -6; D3 ag: -4; GLP-1R agonist: 7%; KB-V1 cytotox: inconclusive; aSyn yeast inh: 0%; PTHR1 ag: -3%[57.5 µM]; GLP1R cytotox: -14%

How did Cc1cccc(C)c1OCC(N)C(C)C (stereo unspecified) do in these assays?
TDP43 rescue: 10%; GLP-1R inv ag: -3%; D3 antag: -4; D3 ag: 0; GLP-1R agonist: 6%; KB-V1 cytotox: 3%; aSyn yeast inh: -1%&0%; PTHR1 ag: -2%; GLP1R cytotox: 2%

How did CCN(CC)/C(=N/S(=O)(=O)c1ccc(C)cc1)c1ccccc1 do in these assays?
TDP43 rescue: -9%; GLP-1R inv ag: -12%; D3 antag: -11; D3 ag: 5; GLP-1R agonist: 1%; KB-V1 cytotox: -17%; aSyn yeast inh: -1%; PTHR1 ag: 0%[57.5 µM]; GLP1R cytotox: 13%

Results for COc1ccc(CCNC(=O)c2csc3c2CCCC3)cc1 ?
TDP43 rescue: -3%[9.22 µM]; GLP-1R inv ag: inconclusive; D3 antag: -9; D3 ag: -17; GLP-1R agonist: 11%; KB-V1 cytotox: inconclusive; aSyn yeast inh: 16%; PTHR1 ag: inactive; GLP1R cytotox: 2%

Results for CC[C@@H](C)[C@@H](C(=O)N1CCN(C(=O)OC(C)(C)C)CC1)n1cc(CCC(=O)O)nn1 ?
TDP43 rescue: 15%; GLP-1R inv ag: 10%; D3 antag: -10; D3 ag: 8; GLP-1R agonist: -1%; KB-V1 cytotox: 86%; aSyn yeast inh: 2%; PTHR1 ag: inactive; GLP1R cytotox: -11%

What do the screens show for `O=C(NCC1CCN(Cc2ccc(Cl)cc2)CC1)C1CCCN(c2ncnc3c2nc2n3CCCCC2)C1` (stereo unspecified)?
TDP43 rescue: 4%; GLP-1R inv ag: inconclusive; D3 antag: -26; D3 ag: -2; GLP-1R agonist: 10%; KB-V1 cytotox: -21%; aSyn yeast inh: 5%; PTHR1 ag: -49%; GLP1R cytotox: 6%

Results for COC(=O)C(C)NC(=O)CNS(=O)(=O)c1ccc(F)cc1 (stereo unspecified) ?
TDP43 rescue: -11%; GLP-1R inv ag: 11%; D3 antag: 5; D3 ag: -7; GLP-1R agonist: 0%; KB-V1 cytotox: -1%; aSyn yeast inh: -1%; PTHR1 ag: -64%[inhibitor]; GLP1R cytotox: 8%

How did Cc1cc(C)n(C(=O)c2ccc([N+](=O)[O-])cc2Cl)n1 do in these assays?
TDP43 rescue: -3%[1.82 µM]; GLP-1R inv ag: -18%; D3 antag: 23; D3 ag: 1; GLP-1R agonist: 8%; KB-V1 cytotox: -5%; aSyn yeast inh: -1%; PTHR1 ag: inactive; GLP1R cytotox: 3%

What do the screens show for `CCc1nc2c(OCCC3CCCCC3)cccn2c1N(C)C(=O)c1cccs1`?
TDP43 rescue: 11%; GLP-1R inv ag: inconclusive; D3 antag: -101*; D3 ag: -20; GLP-1R agonist: -3%; KB-V1 cytotox: inconclusive; aSyn yeast inh: -43%[inhibitor]; PTHR1 ag: -2%; GLP1R cytotox: inconclusive

Results for Cc1ccccc1NC(=O)COc1nsnc1N1CCOCC1 ?
TDP43 rescue: 22%; GLP-1R inv ag: -1%; D3 antag: 2; D3 ag: 1; GLP-1R agonist: 5%; KB-V1 cytotox: 1%; aSyn yeast inh: 5%; PTHR1 ag: -32%[inhibitor]; GLP1R cytotox: -10%

What do the screens show for `Cc1cn([C@H](C(=O)NCCCCCCCCCCC(=O)N2CCN(C(=O)OC(C)(C)C)CC2)[C@@H](C)O)nn1`?
TDP43 rescue: 13%; GLP-1R inv ag: inconclusive; D3 antag: 1; D3 ag: 29; GLP-1R agonist: -2%; KB-V1 cytotox: 6%; aSyn yeast inh: 1%; PTHR1 ag: -48%[inhibitor]; GLP1R cytotox: 0%

How did COc1ccc(CCNc2ccc([N+](=O)[O-])cn2)cc1 do in these assays?
TDP43 rescue: 1%; GLP-1R inv ag: -23%; D3 antag: inconclusive; D3 ag: -7; GLP-1R agonist: 3%; KB-V1 cytotox: 3%; aSyn yeast inh: -9%; PTHR1 ag: inconclusive; GLP1R cytotox: -5%

What do the screens show for `CCc1nc2c(cnn2-c2ccc(C)cc2)c(=O)n1-c1ccc(C)cc1`?
TDP43 rescue: 8%; GLP-1R inv ag: 9%; D3 ag: 0; GLP-1R agonist: 1%; KB-V1 cytotox: -37%; PTHR1 ag: -40%[inhibitor]; GLP1R cytotox: 6%

How did O=C(/C=C/c1ccc(F)cc1)NC(=S)Nc1ccccc1C(=O)NC1CCCCC1 do in these assays?
TDP43 rescue: 15%; GLP-1R inv ag: 1%; D3 antag: -12; D3 ag: 1; GLP-1R agonist: -15%; KB-V1 cytotox: 16µM*; aSyn yeast inh: 1%; PTHR1 ag: inactive; GLP1R cytotox: -2%

Results for O=C(CSc1nnc2ccccn12)NC(=O)c1ccccc1 ?
TDP43 rescue: 7%; GLP-1R inv ag: -4%; D3 antag: 5; D3 ag: -2; GLP-1R agonist: -1%; KB-V1 cytotox: 5%; aSyn yeast inh: 2%; PTHR1 ag: inactive; GLP1R cytotox: -25%

How did CC1CCCN(S(=O)(=O)c2cccc(C(=O)NCC3CCCO3)c2)C1 (stereo unspecified) do in these assays?
TDP43 rescue: 0%; GLP-1R inv ag: -10%; D3 antag: 4; D3 ag: -3; GLP-1R agonist: 2%; KB-V1 cytotox: -12%; aSyn yeast inh: 0%; PTHR1 ag: -25%; GLP1R cytotox: 14%

Results for O=[N+]([O-])c1cccc2nc(-c3ccccc3)c(-c3ccccc3)nc12 ?
TDP43 rescue: 20%; GLP-1R inv ag: inconclusive; D3 antag: -5; D3 ag: -21; GLP-1R agonist: 23%; KB-V1 cytotox: -3%; aSyn yeast inh: -6%; PTHR1 ag: inactive; GLP1R cytotox: 1%

What do the screens show for `CCOC(=O)CC1(C)NC(=O)c2c(C)sc(C(=O)OCC)c2N1` (stereo unspecified)?
TDP43 rescue: 6%; GLP-1R inv ag: -10%; D3 antag: -8; D3 ag: 14; GLP-1R agonist: 14%; KB-V1 cytotox: 16µM*; aSyn yeast inh: 11%; PTHR1 ag: -10%; GLP1R cytotox: -1%

How did O=C(CSc1ncccn1)Nc1ccc(S(=O)(=O)N2CCCCC2)cc1 do in these assays?
TDP43 rescue: 4%; GLP-1R inv ag: -16%; D3 antag: 2; D3 ag: -1; GLP-1R agonist: 13%; KB-V1 cytotox: 12%; aSyn yeast inh: -4%; PTHR1 ag: inactive; GLP1R cytotox: 9%

What do the screens show for `COc1ccc(Cc2noc(=O)[nH]2)cc1`?
TDP43 rescue: 15%; GLP-1R inv ag: -5%; D3 antag: -10; D3 ag: -11; GLP-1R agonist: -3%; KB-V1 cytotox: 4%; aSyn yeast inh: -7%; PTHR1 ag: inactive; GLP1R cytotox: 9%

What do the screens show for `COc1ccc(-c2csc(-c3c(N)c(C(=O)c4ccc(OC)c(OC)c4)n4ccccc34)n2)cc1`?
TDP43 rescue: 10%; GLP-1R inv ag: 11%; D3 ag: 5; KB-V1 cytotox: 10%; PTHR1 ag: -32%[inhibitor]; GLP1R cytotox: 3%

Results for CC(=O)Nc1ccc(NC(=O)Cn2cc3c(n2)CCCCC3)cc1 ?
TDP43 rescue: 21%[9.22 µM]; GLP-1R inv ag: -7%; D3 ag: -9; KB-V1 cytotox: 2%; PTHR1 ag: inactive; GLP1R cytotox: -5%

How did COc1ccc(C(O)c2ncc(-c3cccc(C(F)(F)F)c3)[nH]2)cc1 (stereo unspecified) do in these assays?
TDP43 rescue: 23%; GLP-1R inv ag: inconclusive; D3 antag: -11; D3 ag: -3; GLP-1R agonist: -1%; KB-V1 cytotox: 6%; aSyn yeast inh: 7%; PTHR1 ag: inactive; GLP1R cytotox: -6%

Results for Cn1c(Cn2nnc3ccccc32)nnc1SCC(=O)N1c2ccccc2Sc2ccccc21 ?
TDP43 rescue: -20%; GLP-1R inv ag: inconclusive; D3 antag: -55*; D3 ag: -22; GLP-1R agonist: 4%; KB-V1 cytotox: 16µM*; aSyn yeast inh: 11%; PTHR1 ag: 0%[57.5 µM]; GLP1R cytotox: -6%

What do the screens show for `Cc1cc(C(=O)N/N=C/c2ccc([N+](=O)[O-])cc2)c(C)o1`?
TDP43 rescue: 17%; GLP-1R inv ag: 6%; D3 antag: -6; D3 ag: -4; GLP-1R agonist: 15%; KB-V1 cytotox: inconclusive; aSyn yeast inh: -1%; PTHR1 ag: -20%; GLP1R cytotox: -3%

Some of the compounds tested; count on the stated rates, not on these rows.
